Screening results (PubChem)
NOD2 RIPK2 PPI – inhibitors of human NOD2-RIPK2 interaction; O43353; CHO BLA complementation NOD2-RIPK2, CCF4 ratio; inhibition, % at 4.98 µM; actives 0.38% (n = 360,000); in the data active means inhibition above about 21%;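 further: 0% = vehicle only and 100% = reference blocker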
NCOA1 inh – human NCOA1 inhibition. Q15788. HEK293 GAL4-SRC1 luciferase reporter, luminescence. inhibition, % at 3.6 µM. actives 0.12% (n = 360,000);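 active means inhibition above the campaign mean plus 3 SD, with each screening campaign given its own cutoff, cut at about 60% in these data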;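 further: 0% = DMSO treated cells and 100% = gossypol at 36 µM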
COUP-TFII inh – blocks human COUP-TFII nuclear receptor; actives 0.7% (n = 370,000); inhibition, % at 8.6 µM; P24468; HEK293T NGFI-A luciferase reporter, luminescence;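 active means inhibition above a per-plate cutoff, mean inhibition of test wells between control levels plus 3 SD, cut at about 38% in these data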;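 further: cells cotransfected with COUP-TFII expression vector driving the NGFI-A reporter; 0% = median of COUP-TF2 test wells and 100% = reporter-only cells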
Target sequence (P24468 whole entry, looked up): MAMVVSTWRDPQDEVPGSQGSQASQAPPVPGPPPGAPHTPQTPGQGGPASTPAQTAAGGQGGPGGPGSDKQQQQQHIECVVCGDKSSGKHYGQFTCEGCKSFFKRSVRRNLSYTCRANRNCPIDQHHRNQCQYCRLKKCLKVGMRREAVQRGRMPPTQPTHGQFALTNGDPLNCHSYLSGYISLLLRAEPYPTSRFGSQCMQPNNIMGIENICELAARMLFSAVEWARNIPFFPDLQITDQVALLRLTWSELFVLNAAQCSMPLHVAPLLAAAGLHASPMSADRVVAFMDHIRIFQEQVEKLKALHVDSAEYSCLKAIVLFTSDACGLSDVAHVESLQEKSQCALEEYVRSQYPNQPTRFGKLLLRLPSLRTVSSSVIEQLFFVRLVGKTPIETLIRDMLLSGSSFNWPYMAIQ
TLR9-MyD88 inh – TLR9-MyD88 interaction inhibition | actives 0.21% (n = 340,000) | Q9NR96+Q99836 | CHO BLA complementation TLR9-MyD88, CCF4 FRET ratio | inhibition, % at 4.98 µM;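 active means inhibition above the mean over all tested compounds plus 3 SD, cut at about 21% in these data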;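 further: 0% = DMSO only wells and 100% = clavulanate BLA inhibitor control wells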
Exocytosis inh – blocks lytic granule exocytosis | TALL-104 LAMP-1 surface exposure, flow cytometry; cells stimulated with thapsigargin and PMA | inhibition, % at 10 µM | actives 0.66% (n = 360,000);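 active means inhibition above about 55%, limit read from the data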
LRH-1 inv ag – NR5A2 inverse agonism in reporter assay; HEK293T StAR-luciferase reporter, LRH-1 transfected, 24 h; AID 602396; actives 0.13% (n = 360,000); O00482; inhibition, % at 3.6 µM;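 active means inhibition above the mean inhibition of all tested compounds plus 3 SD, cut at about 73% in these data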;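 further: 0% = DMSO wells and 100% = reporter-only cells lacking LRH-1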
Target sequence (O00482 whole entry, looked up): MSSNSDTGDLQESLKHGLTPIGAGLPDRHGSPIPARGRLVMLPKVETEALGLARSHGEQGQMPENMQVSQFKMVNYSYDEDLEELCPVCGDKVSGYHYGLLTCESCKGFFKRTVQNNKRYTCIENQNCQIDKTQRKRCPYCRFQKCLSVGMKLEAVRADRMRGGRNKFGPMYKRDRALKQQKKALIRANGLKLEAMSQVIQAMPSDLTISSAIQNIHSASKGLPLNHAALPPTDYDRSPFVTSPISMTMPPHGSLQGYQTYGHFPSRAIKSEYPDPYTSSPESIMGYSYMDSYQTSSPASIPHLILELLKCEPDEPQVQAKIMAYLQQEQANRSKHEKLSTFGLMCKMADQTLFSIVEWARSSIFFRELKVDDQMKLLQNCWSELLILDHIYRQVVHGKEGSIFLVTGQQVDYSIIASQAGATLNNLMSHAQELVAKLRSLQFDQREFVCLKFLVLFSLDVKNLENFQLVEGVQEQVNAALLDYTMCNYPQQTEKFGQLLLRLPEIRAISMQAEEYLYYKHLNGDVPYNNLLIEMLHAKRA
TROY signal inh – blocks TROY-dependent signaling in reporter cells; Q293 LMP1-TROYcd NF-kB luciferase reporter, 4 h; inhibition, % at 10 µM; actives 0.98% (n = 360,000);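 active means compounds whose plate-normalised and pattern-corrected inhibition of the luciferase reporter signal at the single screening dose is 50% or more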
TWEAK-Fn14 inh – blocks TWEAK-Fn14 interaction in a reporter cell assay. TWEAK-stimulated Fn14 reporter cells, luciferase luminescence, 8 h. inhibition, % at 10 µM. actives 2% (n = 360,000). AID 1159606; in the data active means inhibition above about 50%
SRC2 inh – human SRC2 (NCOA2) inhibition; HEK293 GAL4-SRC2 luciferase reporter, luminescence; inhibition, % at 9 µM; actives 0.17% (n = 370,000); AID 651957;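 active means inhibition above the mean inhibition of all tested compounds plus 3 SD, set per campaign, cut at about 52% in these data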;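 further: 0% = DMSO treated cells and 100% = cells given Gossypol at 36 µM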
NCOA3 inh – inhibits human SRC3 coactivator; Q9Y6Q9; inhibition, % at 3.6 µM; actives 0.17% (n = 360,000); HEK293 GAL4-SRC3 luciferase reporter, luminescence; AID 588352;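 active means inhibition above a per-campaign cutoff, the mean of all compounds plus 3 SD, cut at about 60% in these data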;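 further: 0% = DMSO-treated cells and 100% = gossypol-treated cells at 36 µM; higher means less SRC3-driven luciferase light from the GAL4 reporter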
ABHD5 PLIN5 PPI – ABHD5-PLIN5 protein interaction inhibition; Q00G26+Q8WTS1; Split G. princeps luciferase complementation, luminescence, 4 h; inhibition, % at 4 µM; actives 0.78% (n = 360,000); AID 602281;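 active means inhibition above the mean inhibition across every tested compound plus 3 SD, cut at about 22% in these data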;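 further: 0% = DMSO only wells and the 100% control is not disclosed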
* = called active by the depositor; . = not tested or not shown.

Molecule	NOD2 RIPK2 PPI	NCOA1 inh	COUP-TFII inh	TLR9-MyD88 inh	Exocytosis inh	LRH-1 inv ag	TROY signal inh	TWEAK-Fn14 inh	SRC2 inh	NCOA3 inh	ABHD5 PLIN5 PPI
CCc1cccc(NC(=O)CSC2=NS(=O)(=O)c3ccccc32)c1	3	-5	-16	3	11	1	4	-10	2	8	-7
COC(=O)C1=C(C)N=C2SC(C)C(=O)N2C1c1cccc(F)c1 (stereo unspecified)	-6	6	-2	-7	-2	0	-6	17	5	5	-8
C[C@H](CO)N1C[C@H](C)[C@@H](CN(C)C)Oc2c(NS(=O)(=O)c3ccc(F)cc3)cccc2C1=O	-8	-10	-9	3	-4	10	6	3	-40	0	-1
COc1ccc(Nc2nc(-c3ccccc3F)nc3ccccc23)cc1OC	0	11	8	4	-14	37	8	1	5	15	2
CCOC(=O)CSc1nnc(CNC(=O)c2cc(OCC)c(OCC)c(OCC)c2)n1C	10	3	-7	2	0	3	11	8	-7	10	-1
Cc1ccc(CNCC(O)c2ccccc2)s1 (stereo unspecified)	-16	-26	-5	-17	-2	-7	5	11	-10	1	-4
CCCn1c(C(O)c2cccc(OC)c2)nc2ccccc21 (stereo unspecified)	-6	3	8	7	73*	7	21	19	-7	-6	1
CCCCCCN1C[C@H](n2cc(C3CC3)nn2)[C@@H](O)C[C@@H]1c1ccc(Cl)cc1	15	2	-20	3	-3	12	-41	-25	-26	-9	-7
CCC(C)C(NC(=O)OCc1ccccc1)C(=O)OCN1C(=O)c2ccccc2C1=O (stereo unspecified)	9	-12	13	-2	0	6	-5	-12	44	2	3
Cc1ccc(NC(=O)C/C(N)=N/OC(=O)c2ccccc2)cc1	-9	4	-3	3	-1	1	-25	-21	16	1	12
CCN(CC)S(=O)(=O)c1ccc(C(=O)N2CCCCC2)cc1	-11	-4	-1	5	21	4	4	-3	-14	11	2
CNC[C@H](CC1CCCCC1)NC[C@H](Cc1ccccc1)NCCC12CC3CC(CC(C3)C1)C2	14	-2	16	-7	-4	-10	42	-43	-12	-4	-7
Cn1c(NCCc2ccncc2)nc2cc(-c3cccc(C(F)(F)F)c3)sc2c1=O	-2	-23	-22	.	0	-12	-21	-12	-80	8	-6
CC(=O)C(Cl)C(=O)Nc1ccccc1 (stereo unspecified)	3	-25	-5	-3	13	5	1	3	-12	-16	-10
C[C@H](CO)N1C[C@H](C)[C@@H](CN(C)C(=O)NC2CCCCC2)Oc2ccc(NC(=O)CCC(F)(F)F)cc2C1=O	-10	-14	5	6	4	7	5	2	1	-3	11
CC(=O)C1=C(c2ccccc2)OC(N)=C(C#N)C1c1ccc(O)cc1 (stereo unspecified)	-9	-7	10	0	-6	0	-4	-1	-12	12	1
CC(C)c1nnc(NC(=O)C2CCCN2S(=O)(=O)c2ccc(Cl)cc2)s1 (stereo unspecified)	3	-10	19	-12	-2	0	-6	5	-4	4	-3
O=S(=O)(c1ccccc1)c1cnn2c(C(F)(F)F)cc(-c3ccc(F)cc3)nc12	-2	2	-9	-13	3	1	1	-7	1	-6	2
O=C(Nc1ccccc1C(=O)N1CCCCC1)c1cccc(S(=O)(=O)N2CCOCC2)c1	1	5	7	2	-3	-20	.	60*	-7	18	-2
Cc1nc(C)c(-c2ccn(S(=O)(=O)c3ccc(Cl)cc3)n2)o1	-7	12	9	0	1	15	-19	-6	-10	16	-1
C#CCOCCOCCOCCNc1nc(N2CCN(C(=O)[C@H](CCCN=C(N)N)n3cc(C(N)[C@@H](C)CC)nn3)CC2)nc(N2CCN(C(=O)[C@H](CCCCN)n3cc([C@@H](N)CC(N)=O)nn3)CC2)n1 (stereo partly specified)	-18	11	3	-7	-6	3	9	12	-13	-19	3
CC(C)C[C@@H](CO)N1CCN(CC(C)C)CCC1=O	-10	-37	9	-2	-5	-11	7	1	-3	-1	-13
CCCCc1nc(SCC(=O)Nc2cc(C)on2)n[nH]1	-2	-1	-12	-2	-8	-18	13	-15	6	-7	-8
CCc1cc(C(=O)NC(C)C2CCCO2)cs1 (stereo unspecified)	2	-3	-1	-9	-2	-15	10	-2	-35	-8	-4

Exported with each value named: entries from further up
CCc1cc(C(=O)NC(C)C2CCCO2)cs1 (stereo unspecified)
  NOD2 RIPK2 PPI: 2
  NCOA1 inh: -3
  COUP-TFII inh: -1
  TLR9-MyD88 inh: -9
  Exocytosis inh: -2
  LRH-1 inv ag: -15
  TROY signal inh: 10
  TWEAK-Fn14 inh: -2
  SRC2 inh: -35
  NCOA3 inh: -8
  ABHD5 PLIN5 PPI: -4
Cn1c(NCCc2ccncc2)nc2cc(-c3cccc(C(F)(F)F)c3)sc2c1=O
  NOD2 RIPK2 PPI: -2
  NCOA1 inh: -23
  COUP-TFII inh: -22
  TLR9-MyD88 inh: .
  Exocytosis inh: 0
  LRH-1 inv ag: -12
  TROY signal inh: -21
  TWEAK-Fn14 inh: -12
  SRC2 inh: -80
  NCOA3 inh: 8
  ABHD5 PLIN5 PPI: -6

Further records
Molecule	NOD2 RIPK2 PPI	NCOA1 inh	COUP-TFII inh	TLR9-MyD88 inh	Exocytosis inh	LRH-1 inv ag	TROY signal inh	TWEAK-Fn14 inh	SRC2 inh	NCOA3 inh	ABHD5 PLIN5 PPI
O=C(CN1C(=O)c2ccccc2C1=O)OCC(=O)N1CCc2ccccc2C1	6	-2	5	-14	-2	-16	8	-11	-6	5	5
COc1ccc(Cl)cc1NC(=O)CN(C)CC(=O)Nc1ccccc1N1CCOCC1	13	-9	-4	4	-1	16	12	21	-7	15	11
O=C(Nc1ccc(N2CCN(C(=O)c3ccco3)CC2)c(Cl)c1)c1cccs1	1	-20	8	-1	15	-2	35	108*	9	-23	0
Cc1ccc(S(=O)(=O)NN=Cc2cc(Cl)ccc2O)cc1	0	9	-21	2	2	8	-8	-27	-77	-23	-4
CC(C)(O)C#Cc1ccc([C@@H]2C[C@H]3CN(c4ccccc4)C(=O)[C@]34CCCN24)s1	-3	53	29	-3	8	60	2	19	7	57	-11
O=C(CCC(=O)N1CCSc2ccccc21)Nc1ccc(F)cc1	7	-8	-8	-1	-5	-26	-10	26	12	6	5
Cc1ccc(N=Cc2cc(Cl)cc(Cl)c2O)nc1	-5	5	-12	-8	4	3	-7	13	-6	8	-3
Cc1ccc(OCC(=O)Nc2ccc3c(c2)ncn3C)cc1	-11	7	-6	4	1	3	-9	-2	-4	12	2
Cc1ccc(NC(=O)C2CCN(C(=O)[C@@H]3Cc4ccccc4CN3)CC2)c(C)c1	2	-9	0	6	-1	10	-3	4	8	10	6
COc1ccc(CC(=O)N(CCC2=CCCCC2)c2c(N)n(Cc3ccccc3)c(=O)[nH]c2=O)cc1	-8	-1	-15	-1	-5	18	-10	-10	-2	-2	2
O=C(CC1NCCc2ccccc21)Nc1ccccc1 (stereo unspecified)	7	-52	-32	-1	2	-9	-25	-25	-32	-5	-3
C=CC[C@@H](CC(=O)N(CCO)Cc1ccccc1)C(=O)N[C@H](COC(=O)[C@@H](CC=C)Cc1ccc(F)cc1)c1ccccc1	-7	-2	25	-8	44	-10	26	6	15	-5	5
COc1ccc(C(=O)NC(CC(C)C)C(=O)O)cc1 (stereo unspecified)	-2	4	-1	-7	-2	-10	-8	5	1	12	-6
CCOc1ccc(C(=O)NC(C(=O)NCC(c2cccs2)N(C)C)C(C)C)cc1 (stereo unspecified)	-11	2	-14	-1	-2	12	5	5	-15	9	-1
CCOC(=O)N1CCN(CCC(=O)c2ccc(OC)cc2)CC1	-4	-7	10	6	14	10	11	15	18	6	2
O=C(NCCOc1ccccc1)c1cccc(S(=O)(=O)NCc2ccccc2)c1	2	7	9	-14	2	-1	15	2	-3	-6	3
CSc1ccccc1OCc1cc(C(=O)N2CCc3[nH]cnc3C2c2ccccn2)no1 (stereo unspecified)	-11	-11	-10	-3	-2	1	-6	15	11	3	6
COc1ccc(NC(=O)CSC2=NCCN2)cc1	-3	14	5	1	-4	42	0	32	14	-11	3
O=C(NCc1ccccc1OC(F)(F)F)C1CCC(=O)N(C2CC2)C1 (stereo unspecified)	1	-24	-17	-10	8	7	-24	-4	-19	25	1
Cc1cc(C)c(C)c(S(=O)(=O)N2CCC(C(=O)NCCCN3CCOCC3)CC2)c1C	7	-1	-17	-3	4	0	5	-7	-13	8	-1
Cn1nnc(C(O)CNCc2ccc(Cl)cc2)n1 (stereo unspecified)	-3	-1	-5	1	-2	16	-8	13	-29	25	11
Cc1nn(Cc2ccccc2Cl)c(C)c1C(=O)NCCN1C(=O)S/C(=C\c2ccccc2)C1=O	-10	4	-17	-4	5	21	-11	-45	6	0	7
Cc1ncc(C[n+]2csc(CCOC(=O)CC34CC5CC(CC(C5)C3)C4)c2C)c(N)n1	-5	8	18	2	4	-6	13	-8	-4	23	2
Cc1cccc(C(=O)NCC(=O)OCC(=O)N2CCc3ccccc32)c1	-9	11	-6	6	1	-4	-14	-3	12	17	-4
Cc1sc2nc(C(C)C)nc(SCC(=O)N3CCN(C(=O)c4ccco4)CC3)c2c1C	10	-12	21	1	0	-9	-2	9	6	-2	0
CSc1nc(N)nc(SCC(=O)C(C)(C)C)c1C#N	5	-20	-32	3	-15	-23	-12	-18	-28	2	-10
Clc1ccc(CN2CCN(c3ncccn3)CC2)cc1	4	5	6	0	-6	14	20	4	-3	-11	-6
COc1ccccc1/C=c1\sc2nc(-c3ccccc3OC)nn2c1=O	-10	-12	-4	-5	5	4	11	5	-14	-7	0
Cc1nc2cc(Cl)ccc2n1-c1ccccc1	-4	-5	-4	5	0	-38	-4	-12	8	8	-6
C[C@H](CO)N1C[C@H](C)[C@@H](CN(C)S(=O)(=O)c2cccs2)Oc2c(NS(=O)(=O)c3cn(C)cn3)cccc2C1=O	-10	11	-16	4	3	15	2	5	19	15	2
CN1C(=O)CSc2ccc(NC(=O)NCc3ccco3)cc21	-17	21	0	2	2	-15	15	17	-3	1	2
COc1ccc(C(=O)c2cnc3ccccc3c2-c2ccccc2)cc1	7	9	18	2	5	-17	33	45	16	16	-2
CCCC(c1nnnn1Cc1ccc(F)cc1)N1CCN(C)CC1 (stereo unspecified)	-1	-3	-4	-1	0	0	-2	5	16	12	3
O=C(COc1cccc(C(F)(F)F)c1)NNC(=O)Cc1ccc(S(=O)(=O)N2CCOCC2)s1	-2	-6	8	-6	6	-2	4	-13	-9	22	-1
COc1ccc(/C=N/NC(=O)c2c(-c3ccccc3)noc2C)cc1	13	13	7	-12	-6	8	-19	-2	6	2	-1
Cc1ccc(C)c(OCC(=O)Nc2c(C)n(C)n(-c3ccccc3)c2=O)c1	-6	-9	18	-2	-8	-41	14	2	11	18	9
CCOC(=O)c1sc2nc(C)n(N)c(=O)c2c1C	-2	2	7	1	2	1	14	-19	5	-10	-8
O=C(CN1CCCCC1)Nc1cccc(Cl)c1Cl	-10	1	5	-2	0	-12	-25	-29	2	16	2
O=C(COc1ccccc1O)NCCN1CCOCC1	-15	1	-1	1	-4	-6	-4	22	18	-21	-1
CCn1c(C)c(C)c2cc(C(=O)NCCCN3CCOCC3)ccc21	-7	7	1	0	9	-3	7	13	-7	-2	-1
Cc1ccc(C(CNS(=O)(=O)c2ccc(Br)cc2)N2CCN(C)CC2)cc1 (stereo unspecified)	4	-4	6	-8	0	-1	-21	11	3	-11	-3
COc1ccc(CC(NC(C)=O)C(=O)NC2CCN(C(=O)NCc3ccccc3)CC2)cc1 (stereo unspecified)	-8	3	.	2	-2	-4	-5	-7	.	-10	-4

An excerpt; the hit share may differ from the screen's.
